Assay outcomes (PubChem BioAssay)
PAFAH1B2 inh = PAFAH1B2 enzyme inhibitors, primary screen, biochemical, fluorescence polarization, human. recombinant PAFAH1B2, FP-rhodamine activity probe. inhibition, % at 3.39 µM. actives 1.2% (n = 340,000);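 active = inhibition above the mean of all tested compounds plus 3 SD, cut at about 24% in these data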;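 note: 0% = enzyme with DMSO and 100% = wells lacking PAFAH1B2; many of its hits are not listed in these tables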
PAFAH1B3 inh = PAFAH1B3 enzyme inhibitors, primary screen, biochemical, fluorescence polarization, human. Platelet-activating factor acetylhydrolase IB subunit alpha1 (Homo sapiens), Q15102. recombinant PAFAH1B3, FP-rhodamine probe. inhibition, % at 3.39 µM. actives 0.28% (n = 340,000). AID 492972, 2010;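 active = inhibition above the screen-wide average of all tested compounds plus 3 SD, cut at about 25% in these data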;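 note: 0% = enzyme with DMSO only and 100% = wells lacking PAFAH1B3 protein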
PAFAH2 inh = PAFAH2 enzyme inhibitors, primary screen, biochemical, fluorescence polarization, human; actives 0.99% (n = 340,000); inhibition, % at 3.39 µM; recombinant PAFAH2, FP-rhodamine activity probe; Platelet-activating factor acetylhydrolase 2, cytoplasmic (Homo sapiens), Q99487;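 active = inhibition above the mean over all tested compounds plus 3 SD, cut at about 30% in these data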;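 note: inhibitors block probe labeling of enzyme so polarization drops; 0% = enzyme with DMSO and 100% = wells lacking PAFAH2 protein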
Fam108B inh = mouse Fam108B serine hydrolase inhibitors, primary screen, counter-screen for RBBP9 inhibitor project, biochemical, fluorescence polarization. AID 1947, 2009. recombinant Fam108B, FP-Rh probe fluorescence polarization. inhibition, % at 9.51 µM. actives 0.33% (n = 300,000);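 active = inhibition above the screen mean inhibition plus 3 SD, computed separately per campaign, cut at about 18% in these data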;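 note: inhibitors lower polarization as less probe binds the enzyme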
PME-1 primary = PME-1 inhibitors via competitive probe labeling, primary screen, biochemical, fluorescence polarization, FP-Rh probe, HTS. recombinant PME-1. inhibition, % at 5.9 µM. actives 0.53% (n = 320,000). AID 2130, 2009;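 active = inhibition above the campaign mean of all compounds plus 3 SD, cut at about 26% in these data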;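 note: competitive labeling of PME-1 active site by serine hydrolase directed probe; 0% = PME-1 with DMSO and 100% = wells lacking PME-1 enzyme; inhibitors block probe labeling so polarization falls and inhibition rises; many of its hits are not listed in these tables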
GSTO1 counter = inhibitors of recombinant GSTO1, primary screen, counter-screen for RBBP9 inhibitor project, biochemical, fluorescence polarization. Glutathione S-transferase omega-1 (Homo sapiens), P78417. activity-based probe fluorescence polarization. inhibition, % at 5.96 µM. actives 1.1% (n = 300,000). AID 1974, 2009;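 active = inhibition above the campaign mean inhibition plus 3 SD, cut at about 35% in these data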;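 note: 0% = GSTO1-1 with DMSO and 100% = wells lacking GSTO1-1 enzyme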
Target sequence (P78417 whole entry, looked up): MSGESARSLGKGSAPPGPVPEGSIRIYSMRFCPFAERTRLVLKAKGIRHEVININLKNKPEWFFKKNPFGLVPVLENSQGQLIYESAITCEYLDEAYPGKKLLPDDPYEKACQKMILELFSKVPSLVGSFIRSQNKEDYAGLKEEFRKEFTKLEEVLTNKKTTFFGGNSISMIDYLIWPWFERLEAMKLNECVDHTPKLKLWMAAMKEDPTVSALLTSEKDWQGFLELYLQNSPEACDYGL
PAD4 inh = human PAD4 inhibitors, primary screen, biochemical, fluorescence polarization, 1536-well format; Protein-arginine deiminase type-4 (Homo sapiens), Q9UM07; recombinant PAD4, RCA probe fluorescence polarization; inhibition, % at 6.36 µM; actives 0.41% (n = 330,000); AID 485272, 2010;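 active = percent inhibition above a cutoff equal to the mean of all tested compounds plus 3 SD, cut at about 15% in these data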;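 note: 0% = PAD4 with RCA probe and DMSO and 100% = probe without PAD4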
LYPLA1 inh = LYPLA1 inhibitors, primary screen, counter-screen for PME1 inhibitor project, biochemical, fluorescence polarization, FP-Rh probe ABPP; Acyl-protein thioesterase 1 (Homo sapiens), O75608; inhibition, % at 5.9 µM; recombinant LYPLA1; actives 0.16% (n = 320,000); AID 2174, 2009;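 active = inhibition above the mean of all tested compounds plus 3 SD, set per campaign, cut at about 14% in these data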;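 note: inhibitors block serine hydrolase probe labeling of LYPLA1 so polarization falls; 0% = enzyme with DMSO and 100% = wells lacking LYPLA1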
Target sequence (O75608 whole entry, looked up): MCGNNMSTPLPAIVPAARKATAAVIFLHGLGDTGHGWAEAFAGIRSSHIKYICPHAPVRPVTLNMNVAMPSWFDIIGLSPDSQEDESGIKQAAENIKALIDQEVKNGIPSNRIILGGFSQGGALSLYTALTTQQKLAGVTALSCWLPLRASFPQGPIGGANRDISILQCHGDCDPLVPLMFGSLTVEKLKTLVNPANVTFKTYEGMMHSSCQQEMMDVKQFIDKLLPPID
pPAFAH FP inh = pPAFAH enzyme inhibitors, primary screen, biochemical, fluorescence polarization, human | inhibition, % at 3.39 µM | actives 1.5% (n = 330,000) | recombinant pPAFAH, FP-rhodamine probe fluorescence polarization;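 active = inhibition above the mean inhibition across the screen plus 3 SD, cut at about 25% in these data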;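 note: inhibitors block binding of the rhodamine activity-based probe so polarization drops; 0% = enzyme with DMSO and 100% = wells lacking pPAFAH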
Target sequence (Q13093 whole entry, looked up): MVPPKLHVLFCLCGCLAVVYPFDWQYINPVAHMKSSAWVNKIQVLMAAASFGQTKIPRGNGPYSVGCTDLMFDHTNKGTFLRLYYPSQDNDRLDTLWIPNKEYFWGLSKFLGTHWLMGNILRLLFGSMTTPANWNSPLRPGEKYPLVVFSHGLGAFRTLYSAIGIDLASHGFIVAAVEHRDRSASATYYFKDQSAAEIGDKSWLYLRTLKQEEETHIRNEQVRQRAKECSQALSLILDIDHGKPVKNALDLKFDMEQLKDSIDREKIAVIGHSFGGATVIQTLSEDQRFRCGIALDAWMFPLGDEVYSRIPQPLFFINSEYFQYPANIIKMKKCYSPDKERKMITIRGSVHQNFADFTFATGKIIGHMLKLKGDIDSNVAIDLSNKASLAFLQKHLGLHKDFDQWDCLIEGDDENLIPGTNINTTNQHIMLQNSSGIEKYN
Active calls of the source: *; / = not tested or not shown. Not all compounds are listed; count on the stated rates, not on these rows.

SMILES | PAFAH1B2 inh | PAFAH1B3 inh | PAFAH2 inh | Fam108B inh | PME-1 primary | GSTO1 counter | PAD4 inh | LYPLA1 inh | pPAFAH FP inh
COc1ccc(N2C(=O)/C(=C3/C=CC=CN3C)SC2=S)cc1 | -3 | -9 | 11 | 3 | 1 | -4 | 2 | -1 | -2
COc1ccc(-c2noc(CCCOc3ccc(Cl)cc3Cl)n2)cc1 | -2 | 4 | -1 | -5 | -14 | 3 | -2 | -3 | 1
O=C(NC1CCCC1)c1cc(-c2cccs2)on1 | 0 | 4 | 4 | -1 | 1 | 6 | -3 | 2 | 6
COc1cc(O)sc1C=Nc1ccc(Cl)cc1Cl | 0 | -4 | 2 | -5 | 4 | -9 | 0 | -3 | 3
O=C(Nc1ccc(Cl)cc1)C1CC=CCC1C(=O)OCC(F)(F)C(F)F (centres undefined) | 5 | 5 | 14 | 1 | 2 | -4 | -2 | 0 | 10
CC1CCCN(C(=O)CCCn2c(=S)[nH]c3ccccc3c2=O)C1 (centres undefined) | 5 | 6 | 1 | -5 | -8 | 8 | -3 | -1 | 1
CCCCC1=CC2=C(c3ccco3)C(=O)C(C)(OC(=O)c3ccc(OC)cc3)C(=O)C2=CN1C1CCCCC1 (centres undefined) | 9 | -2 | 9 | 7 | -2 | 28 | -14 | 1 | 6
C=CCC[C@@H](Cc1ccc(F)cc1)C(=O)OC[C@H](Cc1c[nH]c2ccccc12)NC(=O)[C@@H](CC=C)CC(=O)N[C@H](CO)Cc1ccccc1 | -3 | 10 | 0 | / | / | / | 1 | / | 0
Cc1cc(Cl)ccc1OC(C)C(=O)NCCCCc1ccccc1 (centres undefined) | 8 | 11 | -14 | -5 | 2 | 2 | -3 | 1 | 10
COc1cc(CC(=O)N2CCc3ccccc32)cc(OC)c1OC | 2 | 15 | -2 | -1 | -1 | 4 | -1 | 1 | 1
N=C1C(c2ccccc2)=C(O)C2CCc3ccccc3N12 (centres undefined) | 8 | 6 | 6 | -1 | 3 | -1 | 0 | -3 | 13
CCOc1ccc2nc(NC3=NC(C)(C)C=C(C)N3)nc(C)c2c1 | 1 | 2 | -4 | -4 | 1 | -6 | 0 | 3 | 5
Cc1ccc(-c2c(C#N)c(N)nc3c2CCCCC3)o1 | 4 | 7 | 1 | -1 | -4 | -4 | 4 | 3 | 9
COc1ccc(-c2csc3ncnc(Cl)c23)cc1 | 2 | 0 | -2 | -9 | -10 | -13 | 0 | 1 | 3
CN(C(=O)CN1C(=O)S/C(=C\c2cccc(Cl)c2)C1=O)C1CCS(=O)(=O)C1 (centres undefined) | 1 | -6 | -10 | 1 | -1 | -3 | 3 | -2 | -4
CCC(=O)Nc1nnc(-c2ccccn2)o1 | -6 | 8 | -1 | 0 | -6 | 1 | 0 | -6 | 1
CC(C)c1ccc(N(C(=O)c2csnn2)C(C(=O)NC2CCCC2)c2ccncc2)cc1 (centres undefined) | 2 | 1 | 16 | 0 | 1 | 10 | 2 | 0 | 2
Cc1nc(NCCc2ccc(Cl)cc2)c2nnn(Cc3ccccc3)c2n1 | 3 | -3 | 4 | 3 | 0 | -1 | -1 | -1 | 3
O=C(/C=C/c1ccccc1)NC(=S)NNC(=O)c1cccnc1 | -2 | -2 | -11 | 3 | -1 | 19 | -6 | -4 | -2
O=C(NCCc1ccccc1F)C1CCC(=O)N(Cc2ccc(Cl)cc2)C1 (centres undefined) | -2 | 1 | 1 | 0 | -5 | 6 | 2 | -4 | -4
O=c1cc(-c2ccccc2)oc2cc(OCc3ccccc3)cc(O)c12 | 5 | 12 | -1 | -4 | -6 | 5 | -1 | -2 | 5
CN(Cc1ccccc1NCC(=O)Nc1ccccc1C#N)C1CCCCC1 | 2 | 0 | -10 | -1 | 3 | 0 | 2 | 1 | 7
COc1ccc(S(=O)(=O)N2CCOCC2)cc1C(=O)NC1CCCCC1 | 3 | 1 | -2 | -1 | 4 | 0 | -3 | 3 | 0
Cn1cc(S(=O)(=O)N2CCCC2)cc1C(=O)O | 1 | -2 | 4 | / | / | / | 0 | / | 0
CCc1cccc(C)c1NC(=O)CN1C(=O)NC(C)(CCC(C)C)C1=O (centres undefined) | 7 | 3 | 1 | / | / | / | 2 | / | 4
CCOC(=O)Nc1ccc(S(=O)(=O)Nc2cc(C)nc(C)n2)cc1 | 0 | 4 | -1 | 4 | -4 | 0 | -6 | 3 | 0
CCc1ccc(-n2c(CSc3nnnn3-c3ccccc3)nc3ccccc3c2=O)cc1 | -2 | -5 | -2 | -7 | 1 | -2 | -4 | -3 | 2
CS(=O)(=O)N(Cc1ccccc1)c1ccccc1C(=O)O | 1 | 1 | 1 | -1 | 8 | 0 | 0 | 1 | 0
O=C(Cc1ccc(Cl)cc1)c1c[nH]c(C(=O)NCCCN2CCOCC2)c1 | 13 | -3 | 4 | 0 | 1 | 9 | -1 | 0 | 5
CCn1c(=S)[nH]c2cc(S(=O)(=O)N3CCOCC3)ccc21 | 1 | 10 | -1 | / | / | / | 1 | / | 1
Cc1nn(-c2ccccc2)c(Cl)c1/C=C(\CC(=O)O)c1nc2ccccc2s1 | 2 | 4 | 2 | 1 | 5 | -8 | -2 | 3 | 7
O=C(NCC1(c2ccccc2)CCOCC1)c1ccc(Br)o1 | 10 | 8 | 0 | 2 | 2 | -4 | 2 | 0 | 1
O=C(NCC1CCCCC1)c1cc2ccccc2cc1O | 3 | 4 | 11 | 1 | -10 | -9 | -1 | -2 | 1
Cn1c(-c2ccc(Br)o2)nc2ccccc21 | 3 | -1 | 1 | 4 | 1 | 1 | 6 | 3 | 2
O=C1/C(=C/C=C/c2ccco2)SC(=S)N1c1ccc(O)cc1 | -4 | 7 | 17 | 19* | -10 | 46* | -14 | -16 | 83*
CCN1CCN(CCCNC(=O)c2cc3c(s2)-c2ccccc2OC3)CC1 | 6 | 10 | 5 | -4 | -5 | -1 | -3 | -6 | 1
COC(=O)c1sc2nc(CSc3nc4ccc(C)cc4[nH]3)[nH]c(=O)c2c1C | -12 | -16 | -4 | 6 | -10 | -7 | -1 | -4 | -1
CCN(CC)C(=O)CC(c1ccc(OC)cc1)c1c(OC)cc(OC)c2ccc(=O)oc12 (centres undefined) | 4 | 5 | 0 | 4 | 7 | -5 | -4 | 3 | 6
CCC(=O)N1CCN=C1SCc1ccccc1Cl | -1 | -3 | 6 | 0 | 5 | 5 | 1 | -3 | -1
COCCn1c(C)cc(C(=O)COC(=O)CCS(=O)(=O)c2ccc(C)cc2)c1C | 1 | 5 | -2 | -1 | 2 | 3 | -2 | 3 | 14
COc1ccc(-n2c(C)nn(C)c2=O)cc1 | 2 | 8 | -7 | 0 | -1 | 11 | -2 | -5 | 0
Cc1nc(N)sc1C(=O)Nc1ccccc1 | -9 | 6 | -8 | -7 | -9 | -9 | -6 | -5 | -9
OCCN(CCO)CC(O)CN1c2ccccc2Sc2ccccc21 (centres undefined) | 4 | -3 | -1 | 0 | 10 | -2 | 2 | 1 | -2
CC(C)n1c(O)c(N=NC(=O)CNC(=O)CCc2ccccc2)c2ccccc21 | 6 | 3 | -5 | 2 | -7 | -1 | -3 | 3 | 6
Cc1cc2nc(CS(=O)(=O)c3ccccc3)cc(=O)n2[nH]1 | 9 | 2 | 16 | -1 | 4 | 8 | -4 | 0 | 3
Cn1cccc1C(=O)NC(=O)COC(=O)c1cc(Cl)ccc1[N+](=O)[O-] | 2 | 7 | 16 | -1 | -4 | -1 | -4 | 2 | 8
CCCN(CCC)C(=O)CSc1nc2n[nH]c(C)c2c(=N)n1-c1ccc(OC)cc1 | 6 | 2 | 11 | 5 | 2 | 4 | -1 | -1 | 2
COc1ccc(S(=O)(=O)N2CCN(Cc3cccc(OC)c3OC)CC2)cc1 | -2 | 10 | -3 | -3 | -2 | 7 | 3 | 1 | -1
O=C(CSc1ccc(-c2ccc(F)cc2)nn1)NC1CCCCC1 | -1 | -3 | 5 | -2 | 1 | 2 | -3 | -4 | 0
COc1ccccc1N1CCN(CC(O)COc2ccc(C)cc2C)CC1 (centres undefined) | 2 | 3 | -2 | 6 | 1 | 2 | 0 | 1 | -1
CCOC(=O)N1CCN(c2ccc(O)cc2)CC1 | 4 | -2 | 2 | 1 | 0 | 9 | 0 | 1 | 11
Cc1c(C#N)c(N=CN(C)C)c(C(=O)c2ccc(Br)cc2)n1-c1ccc(Cl)cc1 | 1 | -5 | 1 | 1 | 3 | 5 | -3 | 1 | 5
Cc1ccc(N2C(N)=C(C#N)C(c3cccnc3)C3=C2CC(C)(C)CC3=O)cc1 (centres undefined) | -5 | 1 | -2 | 1 | 9 | 6 | 1 | 1 | 5
COc1cc2[nH]c(=O)n(CCC(=O)NCc3cccnc3)c(=O)c2cc1OC | -1 | -1 | 1 | 3 | 0 | 6 | 0 | 2 | 0
O=C(NC(=S)N1CCCCCC1)c1ccccc1Cl | 7 | 0 | 2 | 3 | 4 | 12 | -3 | -1 | 4
CNC(=O)CN(C)S(=O)(=O)c1ccc(OC)c(Cl)c1 | -2 | 2 | -7 | 1 | -4 | -6 | -2 | 1 | 2
CCOC(=O)c1c(C)[nH]c(C)c1C(=O)COC(=O)[C@@H](NC(=O)c1ccco1)C(C)C | 5 | 2 | -3 | / | / | / | -3 | / | 4
COc1ccc(CNC(=O)COC(=O)c2cccs2)cc1 | 5 | -5 | 12 | -2 | -2 | -5 | -3 | 2 | 3
O=C(c1cccs1)n1nc(-c2ccc(Cl)cc2)nc1NCc1ccco1 | -1 | 7 | 1 | -9 | 3 | -5 | -2 | -1 | 1
Cc1cc(=O)oc2ccc(OC(=O)CN3C(=O)c4cccc([N+](=O)[O-])c4C3=O)cc12 | -4 | -4 | -4 | 9 | -6 | 14 | -3 | 0 | 5
The list goes on:
SMILES | PAFAH1B2 inh | PAFAH1B3 inh | PAFAH2 inh | Fam108B inh | PME-1 primary | GSTO1 counter | PAD4 inh | LYPLA1 inh | pPAFAH FP inh
N#CCCN(Cc1cccs1)C(=O)c1ccc(Cl)cc1 | 3 | 2 | -5 | -2 | -4 | -1 | 2 | 0 | -2
COc1ccc(C2CC(c3cccc(F)c3)=NN2c2ccc(S(N)(=O)=O)cc2)cc1 (centres undefined) | 2 | 10 | -4 | / | / | / | -2 | / | 15
COc1ccc(Br)cc1CN(C)CC(=O)Nc1cc(Cl)cc(Cl)c1 | -6 | -4 | -6 | -8 | -10 | -3 | -2 | -8 | 0
CCCCOc1ccc(C(=O)N/C(=C/C=C/c2ccccc2)C(=O)N2CCOCC2)cc1 | 0 | -2 | -4 | 1 | 4 | 3 | -1 | -5 | 2
Cc1cc2c(C)c(C)c(=O)[nH]c2cc1N | 2 | 7 | 3 | 4 | 4 | 10 | -12 | -3 | -6
